Shiga toxin inh – inhibitors of Shiga toxin in Vero cells; 290,000 tested, 9.2% active; Vero cells, Shiga toxin protein synthesis inhibition reporter; inhibition, % at 38.7 µM; AID 2315; in the data active = inhibition mostly above about 28%, no sharp cut-off; inactive = mostly below about 43%; note: 0% is about no effect
AmpC inh no detg – blocks E. coli AmpC beta-lactamase in detergent-free assay; P00811; AmpC nitrocefin hydrolysis, absorbance 480 nm, 0.0001% Triton; Potency, µM (highest dose often 57.1 µM), inactives show top-dose activity change, negative = inhibition, most hits filed as inhibitors; 330,000 tested, 0.52% active; AID 485341;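 note: potency is the fitted concentration of half-maximal effect; plate controls were no compound for no effect and no enzyme for full effect; nearly all actives have a fitted effect of over 20% in size; some results filed as inactive show a strong effect at the top dose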
Target sequence (P00811 whole entry, looked up): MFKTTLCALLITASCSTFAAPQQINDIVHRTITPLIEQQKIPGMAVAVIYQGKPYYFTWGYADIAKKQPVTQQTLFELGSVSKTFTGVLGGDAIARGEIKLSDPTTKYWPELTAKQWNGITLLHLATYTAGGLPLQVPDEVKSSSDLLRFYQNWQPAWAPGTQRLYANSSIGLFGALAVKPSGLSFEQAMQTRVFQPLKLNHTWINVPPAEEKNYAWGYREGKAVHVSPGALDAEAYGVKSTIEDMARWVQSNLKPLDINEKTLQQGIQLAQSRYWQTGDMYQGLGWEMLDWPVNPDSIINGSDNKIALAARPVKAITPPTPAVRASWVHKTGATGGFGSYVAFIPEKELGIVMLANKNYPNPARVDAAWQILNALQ
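AmpC (5.3 nM in the dispensed reagent) in 20 mM phosphate pH 7.0 with 0.01% (detergent screen) or 0.0001% Triton X-100 was preincubated with compounds for 15 min at room temperature. Nitrocefin was then added from an 800 uM solution, and hydrolysis was followed at 480 nm.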
FBPA Giardia inh – inhibitors of Giardia lamblia fructose-1,6-bisphosphate aldolase. A8B2U2. purified Giardia FBPA. Potency, µM (series often up to 59.6 µM), for the others: at the top dose activity, negative = inhibition, actives largely listed as inhibitors. 290,000 tested, 0.71% active; note: potency is the fitted concentration of half-maximal effect; % is set by controls: 0 for no effect and ±100 for the full control effect; nearly all actives have a fitted effect of over 55% in size
Target sequence (A8B2U2 whole entry, looked up): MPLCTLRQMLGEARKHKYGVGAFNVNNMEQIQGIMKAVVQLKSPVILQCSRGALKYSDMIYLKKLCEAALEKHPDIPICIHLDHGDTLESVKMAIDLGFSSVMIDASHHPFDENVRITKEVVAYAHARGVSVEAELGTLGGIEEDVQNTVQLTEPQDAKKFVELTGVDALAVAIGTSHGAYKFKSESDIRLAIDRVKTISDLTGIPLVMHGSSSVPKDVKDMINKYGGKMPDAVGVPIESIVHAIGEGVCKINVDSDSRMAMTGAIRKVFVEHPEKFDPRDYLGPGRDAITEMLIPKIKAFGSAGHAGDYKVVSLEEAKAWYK
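40 nM FBPA preincubated 10 min at RT with compound (up to 57.5 uM final), then substrate plus GAPDH/TPI/NAD/arsenate coupling and diaphorase/resazurin added. Fluorescence read after 20 min at RT, 525/598 nm.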
HCMV inh – inhibitors of human cytomegalovirus; HFF cells, HCMV-luciferase reporter, 72 h; active compounds read low; activity change, negative = inhibition, % at 57.5 µM; 410,000 tested, 4.5% active; in the data active = activity change below about -60%; inconclusive = no clear call, values can overlap the other calls; inactive = above about -39%; note: % is set by controls: 0 for no effect and ±100 for the full control effect
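Inhibition of viral replication was scored as loss of reporter luminescence in HFFs infected with HCMV-luciferase (MOI 1 PFU/cell) for 72 h; compounds tested at 2 doses, normalized to buffer and Salinomycin controls.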
CHX counter – affects cycloheximide protein synthesis inhibition readout, counter-screen. 300,000 tested, 12% active. max response, %. cell reporter, cycloheximide protein synthesis inhibition counterscreen. AID 2314; in the data active = max response mostly above about 13%, no sharp cut-off; inactive = mostly below about 14%; note: read at 38.3 µM for the half of the compounds with a filed dose; 0% is about no effect
AMA1-RON2 inh – AMA1-RON2 (P. falciparum) interaction inhibition; Potency, µM (highest dose often 58.2 µM), without a hit: top-dose activity change, negative = inhibition, usual class: inhibitors; AlphaScreen AMA1-biotinylated RON2 peptide binding; 360,000 tested, 0.2% active;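 note: potency is the fitted concentration of half-maximal effect; 0% = vehicle wells and -100% = peptide control; nearly all actives have a fitted effect of over 45% in size; some results filed as inactive show a strong effect at the top dose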
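AMA1 (3D7) with his tag at 25 nM final met compounds first, then biotinylated RON2 peptide at 25 nM; detection used donor plus acceptor beads, 10 µg/mL apiece, read by AlphaScreen after 30 min at room temperature.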
AmpC detergent – blocks E. coli AmpC beta-lactamase in detergent assay; P00811; AmpC hydrolysis of nitrocefin, absorbance 480 nm, 0.01% Triton; Potency, µM (titrated, usually from 114 µM), inactives show top-dose activity change, negative = inhibition, actives largely listed as inhibitors; 370,000 tested, 0.041% active; AID 485294;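 note: potency is the fitted concentration of half-maximal effect; 0% = no-compound wells and -100% = no-enzyme wells; nearly all actives have a fitted effect of over 25% in size; some results filed as inactive show a strong effect at the top dose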
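AmpC (5.3 nM in the dispensed reagent) in 20 mM phosphate pH 7.0 with 0.01% (detergent screen) or 0.0001% Triton X-100 was preincubated with compounds for 15 min at room temperature. Nitrocefin was then added from an 800 uM solution, and hydrolysis was followed at 480 nm.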
* marks the source's active call; other numbers are inactive results; i = inactive; ? = inconclusive; / = no result given; & = joins results of further samples; [ ] = remark or other dose. Unless noted, calls come from the whole dose curve; as a rule, active = well fitted curve in the direction sought with a large enough effect; inconclusive = small, poorly fitted or top-dose-only effect, or another doubt; inactive = no such curve, though single readings can be large; an effect the other way counts as inactive or inconclusive. Random draw from the library; 16% or so of the library scored in one or more.

SMILES	Shiga toxin inh	AmpC inh no detg	FBPA Giardia inh	HCMV inh	CHX counter	AMA1-RON2 inh	AmpC detergent
Cc1cccc(NC(=S)N2CCN(c3ccc(F)cc3)CC2)c1	6	-20%	-2%	31	-6	-10%	0%
CC(C)NS(=O)(=O)c1ccc(CCC(=O)N2CCC(C(N)=O)CC2)cc1	-19	76%[activator]	?	-38	1	9%	-10%
Cc1ccc(-n2c(O)c(/C=C/C=Nc3ccccc3)c(=O)[nH]c2=O)cc1	-6	-6%	2%	3	-7	1%	-6%
O=C(c1ccc(F)c(S(=O)(=O)N2CCOCC2)c1)N(c1ccccc1)c1ccccn1	-8	22%	5%	-18	-3	-2%	-3%
COc1ccccc1-c1cn[nH]c1-c1ccc(OCc2ccccc2)cc1O	-9	-45%	-1%	-25	-3	55%[activator]	-2%
CCOC(=O)C1CCCN(C(=O)C2CCN(S(=O)(=O)c3cccs3)CC2)C1 (stereo unspecified)	-5	-5%	2%	18	-4	0%	?
COc1ccccc1CNCC(=O)Nc1ccc(C(F)(F)F)cc1	4	11%	?	0	-2	-4%	-5%
CCN(CC)C(=O)CSc1nc(O)c(Cc2ccccc2)c(=O)n1-c1ccccc1C	6	-23%	12%	11	-2	1%	-4%
CCn1c(SCC(=O)NCc2cccs2)nnc1-c1ccco1	-13	-4%	6%	18	-4	-12%	?
CCOC(=O)C1=C(COc2ccc(F)cc2Cl)NC(=O)NC1c1cc(C)ccc1C (stereo unspecified)	-4	-13%	/	1	2	1%	-16%
C=CCOC(=O)C1=C[C@@H](c2ccc(Br)cc2)C[C@@H](OCc2ccc(CO)cc2)O1	9	-1%	1%	-3	-3	4%	0%
COc1ccc(CCN2C(=O)C3C4CC(C5C(C(=O)N/N=C\c6ccc(Cl)cc6)=NOC45)C3C2=O)cc1OC (stereo unspecified)	-1	62%[activator]	-2%	105	-5	0%	-3%
Cc1ccc(NC(=O)c2ccc(Cl)c(NC(=O)c3cccs3)c2)cc1	45	-52%	/	37	53*	-13%	0%
COC(=O)/C=C/CC(C)OS(N)(=O)=O (stereo unspecified)	-11	-13%	5%	-19	-2	1%	?
O=C1CN(C(=O)COC(=O)C2=COCCO2)c2ccccc2N1	-24	-9%	2%	17	-4	-12%	-6%
Cc1c(C(=O)NC2CCC(C)CC2)oc2ccccc12 (stereo unspecified)	61*	-21%	/	-17	46*	-6%	5%
Cc1ccc2nc(Nc3nc(=O)c4ccccc4n3C)nc(C)c2c1	19	-15%	4%	/	-1	/	-9%
COC(=O)[C@@]1(Cc2ccc(F)cc2)[C@H]2c3cc(C(=O)N(C)C)n(CCc4ccccn4)c3C[C@H]2CN1C(=O)c1ccccc1	-16	354%[activator]	-7%&0%	9	-3	6%	-3%
CC(c1ccccc1)n1c(-c2cccs2)nc2c(c(=O)c3ccccc3n2C)c1=O (stereo unspecified)	-5	-12%	12%	5	-5	1%	-2%
C/C(=N/NC(=O)c1cnccn1)c1ccncc1	31	-13%	-1%	12	17	45%[activator]	-3%
Cc1ccc2cc(CCNC(=O)c3ccc(C)c([N+](=O)[O-])c3)c(=O)[nH]c2c1	-5	-20%	25%	-35	1	7%	?
Cc1ccc(N)cc1S(=O)(=O)N(C)C	8	-10%	-8%	-9	2	-12%	6%
CCOc1ccc(NC(=O)c2ccc3[nH]c(=O)c(=O)[nH]c3c2)cc1	-3	-7%	14%	0	-2	8%	-1%
Cc1ccc(NC(=O)NCCN2CCCCC2)cc1C	19	-7%	10%	3	8	0%	-3%
CCOc1ccc(-c2nc(N)nc(C)c2-c2ccc(Cl)cc2)c(O)c1	-6	-27%	1%	-12	3	15%	3%

2 records picked at random from those above, as already listed:
SMILES	Shiga toxin inh	AmpC inh no detg	FBPA Giardia inh	HCMV inh	CHX counter	AMA1-RON2 inh	AmpC detergent
C=CCOC(=O)C1=C[C@@H](c2ccc(Br)cc2)C[C@@H](OCc2ccc(CO)cc2)O1	9	-1%	1%	-3	-3	4%	0%
Cc1ccc(N)cc1S(=O)(=O)N(C)C	8	-10%	-8%	-9	2	-12%	6%

Next section.
SMILES	Shiga toxin inh	AmpC inh no detg	FBPA Giardia inh	HCMV inh	CHX counter	AMA1-RON2 inh	AmpC detergent
CCCCn1c(C)cc2c(c1=O)C1O[C@](c3ccsc3)(Cc3ccccc31)O2	i	?	7%[12.9 µM]	/	-3	/	?
COc1ccc(C(=O)NNC(=O)Cc2coc3cc(OC)ccc23)cc1	/	-8%	/	-37	/	30%	/
COc1ccc(-n2c(=S)[nH]c3cc(C(=O)Nc4ccc(C)c(F)c4)ccc3c2=O)c(OC)c1	37	-22%	28%	-76*	9	60%[activator]	-1%
O=C(Nc1ncn[nH]1)c1cc(S(=O)(=O)Nc2ccc(Cl)cc2)ccc1Cl	13	-19%	-6%	-34	1	32%[activator][2.32 µM]	0%
O=C1CC2(CCN(S(=O)(=O)c3ccccc3)CC2)Oc2ccccc21	/	-12%	/	-3	/	-5%	-2%
CCOC(=O)c1[nH]c(C)c(CN(C(C)=O)c2ccc(OCC)cc2)c1C	-15	58%	-7%	?	-1	-2%	13%
Cc1ccc(S(=O)(=O)Nc2ccc(NC(=O)CN3CCCCC3)c(Cl)c2)cc1	-16	-11%	3%	-102*	-2	3%	0%
Cc1ccc(Cl)c(OCCN2CCCC(C)C2)c1 (stereo unspecified)	12	1%	-19%	?	-2	-6%	-2%
CCOC(=O)c1sc2nc(N3CCOCC3)c3c(c2c1N)CCC3	22	78%[activator]	-2%	-34	0	-8%	-14%
O=C(Cc1nnc(NC(=O)c2ccccc2)s1)N/N=C/c1ccc(O)cc1	2	-36%	17%	-14	2	30%	?
NCc1ccc2[nH]c(=O)[nH]c2c1	-13	-21%	-1%	-16	-2	-6%	?
O=C(CN(C(=O)CNS(=O)(=O)c1ccc(F)cc1)c1ccc(F)cc1)NCc1ccco1	-3	6%	/	?	-3	12%	5%
COc1ccc(/C=N/N2CCN(C)CC2)c(OC)c1OC	10	-8%	3%	-5	5	0%	5%
O=C(CCCCCN1C(=O)[C@@H]2Cc3ccccc3CN2C1=O)Nc1ccccc1F	11	27%	/	?	10	13%	0%
O=C(Nc1cccc(S(=O)(=O)NC2=NCCCCC2)c1)c1cc(-c2ccccc2Cl)nc2ccccc12	-8	-8%	-8%	-64*	-2	7%	?
COc1ccccc1N1CCN(C(=O)C2CCN(S(=O)(=O)N3CCOCC3)CC2)CC1	2	47%	?	-9	-1	-3%	?
CC1(C)CC(=O)C(C=NCCN2CCN(CC(=O)Nc3ccc(F)cc3)CC2)=C(O)C1	9	-10%	0%	42	-2	0%	1%
Cc1cc(=O)c(C(=O)O)nn1-c1ccccc1	-5	4%	-13%	158	3	3%	6%
Cc1c(Cl)cccc1Nc1nc(N)nc(CSc2nc3ccccc3s2)n1	-6	-24%	0%	?	1	-1%	3%&2%
Cc1ccc(NC(=O)c2[nH]cnc2C(=O)NN)cc1	71*	10%	6%	16	26*	22%	-6%
COc1ccccc1CO/N=C/c1cccn1-c1nccc(N(C)C)c1C#N	-8	13%	1%	2	-2	-6%	2%
Nc1nonc1-n1nnc(C(=O)N/N=C/c2cccnc2)c1CSC1=NCCS1	-2	-3%	-17%	-39	4	9%	2%
Cc1cc(-c2ccccc2)nc(SCC(=O)c2cccc([N+](=O)[O-])c2)n1	-19	-27%	2%	8	-3	4%	1%
COc1ccc(/C=N/NC(=O)c2cccnc2)c2ccccc12	-6	-10%	21%	25	-2	6%	-1%
O=c1/c(=C/c2ccco2)sc2n1CN(c1ccccc1)CN=2	-14	-21%	1%	-18	-3	4%	-8%

Carrying on:
SMILES	Shiga toxin inh	AmpC inh no detg	FBPA Giardia inh	HCMV inh	CHX counter	AMA1-RON2 inh	AmpC detergent
C/C(=N\NC(=O)c1ccc(NS(=O)(=O)c2cccs2)cc1)c1ccccn1	19	?	?	/	2	56%[activator]	-5%
CCOC(=O)C1CCN(c2c(NCc3ccc(N(C)C)cc3)c(=O)c2=O)CC1	6	-3%	-4%	-16	-2	-10%	2%
CCN(C(=O)Cn1cc(C(C)=O)c2ccccc21)c1ccccc1	-11	37%	3%	2	-2	-12%	4%
COCCCN1C(=O)c2ccc(C(=O)OCC(=O)N(C)c3ccccc3)cc2C1=O	-4	32%	5%	1	-1	-17%	-2%
Cc1nc2c3ccccc3n(CC(=O)c3ccc(F)cc3)c(=O)n2n1	-7	-12%	1%	-11	-3	0%	-9%
Cc1ccc(C(C)C)c(OC/C(O)=C(\C#N)c2nc3ccccc3[nH]2)c1	13	-22%	-3%	-19	-1	97%[activator]	0%
Cc1ccc(S(=O)(=O)c2c(N)n(CCC(C)C)c3nc4ccccc4nc23)cc1	-11	-18%	?	/	-3	20%	-19%
CN(C)S(=O)(=O)N(CC(=O)N1CCN(Cc2ccccc2)CC1)c1ccccc1	6	51%	3%	-6	1	6%	1%
O=C(O)C1OC(C(=O)O)C2C1C(F)(F)C2(F)F (stereo unspecified)	-13	-7%	1%	-1	-7	-6%	?
Cc1ccccc1Cn1cnc2ccccc2c1=O	3	-11%	0%	16	-1	3%	?
CCOc1ccc(NC(=O)CN2C(=O)CSC(C)C2=O)cc1 (stereo unspecified)	113*	-20%	0%	-24	41*	3%	0%

Rewritten with each value named: part of the list above
> Cc1ccc(S(=O)(=O)c2c(N)n(CCC(C)C)c3nc4ccccc4nc23)cc1
- Shiga toxin inh: -11
- AmpC inh no detg: -18%
- FBPA Giardia inh: ?
- HCMV inh: /
- CHX counter: -3
- AMA1-RON2 inh: 20%
- AmpC detergent: -19%

> CN(C)S(=O)(=O)N(CC(=O)N1CCN(Cc2ccccc2)CC1)c1ccccc1
- Shiga toxin inh: 6
- AmpC inh no detg: 51%
- FBPA Giardia inh: 3%
- HCMV inh: -6
- CHX counter: 1
- AMA1-RON2 inh: 6%
- AmpC detergent: 1%

> O=C(O)C1OC(C(=O)O)C2C1C(F)(F)C2(F)F (stereo unspecified)
- Shiga toxin inh: -13
- AmpC inh no detg: -7%
- FBPA Giardia inh: 1%
- HCMV inh: -1
- CHX counter: -7
- AMA1-RON2 inh: -6%
- AmpC detergent: ?

> Cc1ccccc1Cn1cnc2ccccc2c1=O
- Shiga toxin inh: 3
- AmpC inh no detg: -11%
- FBPA Giardia inh: 0%
- HCMV inh: 16
- CHX counter: -1
- AMA1-RON2 inh: 3%
- AmpC detergent: ?
